influenza NS1A: H1N1 influenza NS1A inhibitors, functional cell based assay (AID 504329); NS1A functional cell-based assay, percent inhibition; higher % means a stronger effect; inhibition, % at 12.5 µM, or IC50 in µM where a hit was titrated; hit rate 0.3% among 340,000; in the data active = a potency from the dose series; inconclusive = inhibition above about 27% without an active follow-up result; also: strong numbers were not always called active
M. tuberculosis HTS: M. tuberculosis growth inhibition, HTS (AID 449762); M. tuberculosis H37Rv growth inhibition, 7H9 media; higher % means a stronger effect; one-dose inhibition, % at 25 µM; IC50 in µM for titrated hits; hit rate 0.59% among 330,000; in the data active = a potency from the dose series; inconclusive = inhibition above about 70% without an active follow-up result;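 also: bacterial growth assessed after seven days of incubation; strong numbers were not always called active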
Salmonella PhoP GFP: Inhibition of PhoP regulon, Salmonella typhi GFP reporter cells, confirmation, 4 h (AID 1850); inhibition, % at 50 µM; hits with a dose series show IC50 in µM; Salmonella Typhi PhoP-promoter GFP reporter, fluorescence, 4 h; higher % means a stronger effect; hit rate 0.33% among 310,000; in the data active = a potency from the dose series; inconclusive = inhibition mostly from about 25% at the one dose, without a potency; inactive = the rest, 99 in 100 with inhibition below about 19%;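 also: 0% = induced wells with vehicle and 100% = uninduced wells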
VEEV TC-83 Vero: inhibitors of VEEV TC-83 cytopathic effect, confirmation, Vero cells (AID 588727) | hit rate 0.13% among 350,000 | Vero cells, VEEV TC-83 cytopathic effect inhibition; higher % means a stronger effect | inhibition, % at 20 µM, or IC50 in µM where a hit was titrated; in the data active = a potency from the dose series; inconclusive = inhibition mostly from about 14% at the one dose, without a potency; inactive = the rest, 99 in 100 with inhibition below about 12%; also: strong numbers were not always called active
tuberculosis growth: growth inhibition of non-replicating M. tuberculosis (AID 488890); Mycobacterium tuberculosis non-replicating, growth inhibition; higher % means a stronger effect; inhibition, % at 25 µM, or IC50 in µM where a hit was titrated; hit rate 0.39% among 320,000; in the data active = a potency from the dose series; inconclusive = inhibition mostly from about 82% at the one dose, without a potency; inactive = the rest, 99 in 100 with inhibition below about 76%;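 also: plate controls were DMSO cells for no effect and high antibiotic wells for full effect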
VEEV TC-83 Vero 10K pilot screen: also measured in VEEV TC-83 Vero; calls as there; inhibition, %; measured here: 10K pilot screen inhibition
Numbers without * were called inactive; i = inactive; ? = inconclusive; . = no result given.

The first two entries, to show the layout:
SMILES	influenza NS1A	M. tuberculosis HTS	Salmonella PhoP GFP	VEEV TC-83 Vero	tuberculosis growth	others
CC(C)C(=O)NC(=O)[C@@H]1CCCN1C(=O)/C=C/c1ccccc1	-4%	-9%	-4%	0.4%	13%
Cc1cc(=O)[nH]c(Nc2cccc(C(F)(F)F)c2)n1	0%	-3%	-2%	2.5%	-3%

Results, from the first entry:
SMILES	influenza NS1A	M. tuberculosis HTS	Salmonella PhoP GFP	VEEV TC-83 Vero	tuberculosis growth	others
CC(C)C(=O)NC(=O)[C@@H]1CCCN1C(=O)/C=C/c1ccccc1	-4%	-9%	-4%	0.4%	13%
Cc1cc(=O)[nH]c(Nc2cccc(C(F)(F)F)c2)n1	0%	-3%	-2%	2.5%	-3%
CN(C)S(=O)(=O)N1CCN(CC(O)COc2ccc(-c3ccccc3)cc2)CC1 (stereo not given)	-7%	-15%	-8%	0.4%	48%
COc1ccc(N/N=C/c2c(C(=O)O)ccc3ccccc23)cc1	-7%	0%	9%	?	<0.1µM*
Cc1ccc(CN2CCN(Cc3cccn3-c3ccccn3)CC2CCO)o1 (stereo not given)	12%	-1%	-6%	i	-10%
CNC(=O)CN(c1ccc2c(c1)OCCO2)S(C)(=O)=O	0%	.	-3%	0.7%	.
Cc1cccc(N2CCN(C(=O)c3ccncc3)CC2)c1C	4%	4%	-4%	6.8%	7%
O=C(NCc1ccco1)C1CCCN(S(=O)(=O)c2ccc(-n3cnnn3)cc2)C1 (stereo not given)	1%	2%	-6%	i	-6%	VEEV TC-83 Vero 10K pilot screen=1.7
COc1ccc(NC(=O)CN(C)C(=O)c2cc3c(cc2Cl)N2CCCCCC2=NS3(=O)=O)cc1	1%	1%	2%	i	1%
CCC(=O)N1CCc2cc(S(=O)(=O)CCC(=O)N3CCCC(C)C3)ccc21 (stereo not given)	2%	4%	5%	1.2%	-4%
Cc1ccc2c(C)c(C(=O)N3CCC(O)(c4ccccc4)CC3)oc2c1C	-1%	20%	-4%	2.6%	55%
COC(=O)C1=C(c2ccc(Cl)c(C(F)(F)F)c2)C[C@@H]2CC[C@H]1N2C(=O)N1CCOCC1	11%	-2%	.	0.9%	12%
COC(=O)C1=C(C)N=c2s/c(=C/c3cccs3)c(=O)n2C1c1ccc(F)cc1 (stereo not given)	-2%	4%	-16%	3.4%	4%
CCN(CC)C(=O)c1ncn(C)c1C(=O)N(CC)CC	-26%	-1%	.	0.5%	6%
Cc1cc(S(=O)(=O)N2CCOCC2)ccc1OCC(=O)Nc1ccc(F)c(Cl)c1	11%	7%	4%	1.4%	-11%
C/C(=N/NS(=O)(=O)c1ccc(C)cc1C)c1c[nH]c2ccccc12	6%	7%	-2%	i	8%
C/C(=N\Nc1nc2ccccc2[nH]1)c1ccc(C)o1	10%	0%	-13%	5.0%	?
Cc1ccc(S(=O)(=O)N[C@@H](Cc2ccccc2)C(=O)N2CCC(C(=O)N[C@H](C(=O)O)C(C)O)CC2)cc1 (stereo not given in full)	-19%	-8%	6%	1.1%	0%
O=C(Oc1c(Cl)cc(Cl)c2ccccc12)N1CCCCC1	-31%	?	-4%	i	57%
Cc1ccc(CC(=O)Nc2nncs2)cc1	-1%	-4%	0%	1.5%	-4%
O=C(CSCc1cnn(-c2ccccc2)c1-n1cccc1)NCC1CCCO1 (stereo not given)	-16%	-1%	-2%	0.2%	-17%
O=C(CSc1nnc(CNC(=O)c2c(F)cccc2Cl)o1)NCc1ccc2c(c1)OCO2	7%	-3%	-7%	0.5%	52%	VEEV TC-83 Vero 10K pilot screen=1.3
COc1ccc(C(=O)Nc2ccc(N3CCOCC3)cc2)cc1S(=O)(=O)NC1CCCC1	2%	-3%	11%	1.8%	6%
COC(=O)NCC(c1cccnc1)N1CCN(c2ccccc2F)CC1 (stereo not given)	26%	-5%	3%	2.5%	16%
CC(=O)OC1C2(CC3N4C(=O)C5(CO)SSC4(CC31O)C(=O)N5C)OC(C)C(C)(C)C2=O (stereo not given)	-2%	.	.	i	.
SMILES	influenza NS1A	M. tuberculosis HTS	Salmonella PhoP GFP	VEEV TC-83 Vero	tuberculosis growth	others
C=CCNC(=O)C(C(=O)OCC)C1CCCCC1 (stereo not given)	7%	-6%	-7%	i	3%
CC1(C)CCc2cc(-c3ccnc(=S)[nH]3)ccc2O1	-5%	-1%	11%	7.0%	10%
Cc1cccc(C(=O)OCC(=O)c2ccc3c(c2)OCO3)c1O	-7%	?	13%	8.7%	?
N#Cc1ccccc1NC(=S)NC(=O)c1cccnc1	-4%	-8%	11%	1.6%	-9%
O=C(NN1C(=O)c2ccccc2NC1c1cccnc1)c1ccccc1 (stereo not given)	2%	10%	-25%	0.4%	5%
CCOC(=O)C1=C(C)NC(SC(C)=O)=NC1c1ccc(OC(C)=O)c(OC)c1 (stereo not given)	-9%	0%	-2%	0.6%	5%
CN(C)C(=O)Cn1c(SCC(=O)NC2CCCCC2)nc2ccccc21	-3%	1%	-5%	1.1%	-6%
O=C(Cc1ccccc1F)Nc1cc(Cl)ccc1N1CCCC1	-1%	-1%	6%	0.8%	13%
O=C1c2[nH]nc(-c3ccccc3O)c2C(c2cccc(Cl)c2)N1CC1CCCO1 (stereo not given)	7%	-11%	-5%	i	6%
COc1ccccc1N1CCN(Cc2cc(Br)c(O)c3ncccc23)CC1	15µM*	5%	3%	9.9%	39%
CCc1nnc(NC(=O)CCC(=O)NCC2CCCO2)s1 (stereo not given)	-7%	-5%	-5%	0.8%	-3%
O=C(NCc1ccccc1F)c1cccs1	5%	.	-1%	2.6%	.
N#Cc1ccc(C(=O)NCC(c2ccco2)N2CCCCC2)cc1 (stereo not given)	-10%	-8%	4%	2.8%	-12%
C/C(O)=C(/C=Nc1ccccc1)C(=O)Nc1ccccc1	-9%	4%	0%	6.3%	0%
Cc1ccc(N2C(=O)c3ccccc3NC2c2ccccc2O)cc1 (stereo not given)	-13%	-4%	-14%	0.7%	20%
Oc1[nH]c2ccccc2c1N=Nc1c(F)c(F)c(F)c(F)c1F	3%	.	.	1.2%	.
CCN(CC(=O)Nc1ccccc1C(F)(F)F)C(=O)Cn1c(=O)cnc2ccccc21	3%	-2%	-6%	0.5%	-7%
O=c1[nH]cnc2c1C1(CCCC1)Cc1ccccc1-2	-2%	2%	-2%	4.7%	0%
CCOc1ccccc1N1CCN(CC(=O)NC(=O)NCc2ccco2)CC1	-6%	2%	-3%	2.1%	4%
C=CC[C@H](CC(=O)N(CCO)Cc1ccccc1)C(=O)NC[C@H](OC(=O)[C@@H](CC=C)CC(=O)OC(C)(C)C)c1ccccc1	5%	3%	.	?	36%
CC(C)c1cc(C(=O)N2CCCC(Nc3ccc(F)cc3)C2)n[nH]1 (stereo not given)	19%	-5%	-1%	3.8%	-1%
CC1CCC(=NNC(=O)c2ccccc2-n2cccc2)CC1 (stereo not given)	-1%	-10%	-4%	1.4%	-15%
CCc1ccc(NC(=O)CSc2nc3cc(C(=O)OC)ccc3c(=O)n2Cc2ccco2)cc1	3%	-5%	7%	i	-1%
CCn1c(SCC(=O)NCc2ccco2)nnc1-c1ccc(N)cc1	4%	-1%	10%	0.6%	6%
O=C(O)COn1c(-c2ccccc2)nc2ccc([N+](=O)[O-])cc21	8%	-3%	0%	3.2%	-10%
SMILES	influenza NS1A	M. tuberculosis HTS	Salmonella PhoP GFP	VEEV TC-83 Vero	tuberculosis growth	others
CCN1C(=O)/C(=C/C=C2/Sc3ccccc3N2CCO)SC1=S	8%	41%	-18%	0.7%	19%
COC1CCCN(Cc2c(C(=O)N3CCc4ccccc4C3)nc3ccc(Cl)cn23)C1 (stereo not given)	1%	9%	7%	?	16%
COc1nc(OC)nc(N2CCC(C(=O)NCc3ccc(F)cc3)CC2)n1	-2%	3%	-1%	1.4%	-9%
O=S(=O)(NC1=NCCC1)c1cccc(NC(=S)NCCc2ccccc2)c1	3%	-1%	-5%	0.1%	41%
Cc1ccc(S(=O)(=O)N2[C@@H](c3ccc(Cl)cc3)C(C(=O)O)=CC[C@H]2c2cccc(C)c2)cc1	-6%	-9%	-14%	0.7%	24%	VEEV TC-83 Vero 10K pilot screen=2.5
COc1ccc(N(CC(=O)NCc2ccc(F)cc2)C(=O)c2snc(C(N)=O)c2N)cc1	-8%	8%	9%	2.6%	-7%
COCCn1c(C)cc(C(=O)CSc2nnc(C)s2)c1C	5%	-3%	2%	2.1%	4%
COC(=O)c1c(C(=O)OC)c(-c2ccc(OC)cc2)n2c1CCC2	3%	1%	-4%	0.5%	9%
Cc1noc(C)c1COc1ccccc1C(=O)NCCc1ccc(S(N)(=O)=O)cc1	-21%	-5%	-7%	2.0%	-16%
Cc1cc(C=O)c(C)n1-c1cc(C(=O)O)cc(C(=O)O)c1	-6%	-18%	2%	0.8%	-4%
N#CCCN1CCN(CCC#N)c2ccccc21	-23%	.	.	0.3%	.
O=C(COC(=O)Cc1ccc(Cl)cc1)Nc1c(F)cccc1F	-6%	57%	-11%	0.7%	?
O=C(NCc1nnc(SCC(=O)N2CCOCC2)o1)c1cccs1	3%	-2%	3%	i	1%
CCOC(=O)c1ccc(N=Nc2c(C)c(C#N)c(O)[nH]c2=O)cc1	-2%	?	-4%	0.9%	41%
COC1C(C)=C(C)C(=O)N1Cc1ccccc1 (stereo not given)	-9%	-2%	-6%	i	-6%
CN(C)CCNc1ccc2ncn3c4ccc(O)cc4c(=O)c1c23	4%	.	.	13%	.
COc1ccc(CC(=O)OCc2nnc(C3COc4ccccc4O3)o2)cc1OC (stereo not given)	3%	-4%	5%	0.8%	22%
O=C(NCc1ccncc1)C1CCCCC1	3%	-1%	-6%	0.2%	2%
Cc1ccc(S(=O)(=O)N2CCCN(c3nccc(C(F)(F)F)n3)CC2)cc1	.	6%	0%	0.9%	2%
Cc1oc(-c2ccccc2)nc1C(=O)OCC(=O)NC(C)c1ccccc1 (stereo not given)	-4%	-2%	.	0.7%	-4%
CC1=C(C(=O)OC(C)C)C(c2cccnc2)C2=C(CCCC2=O)N1 (stereo not given)	0%	9%	-17%	0.2%	11%
C/C(=N\NC(=O)c1ccc2c(c1)OCO2)c1ccco1	-6%	0%	8%	0.3%	35%
CCc1noc(C)c1C(=O)Nc1nnc(C(CC)CC)s1	5%	-5%	.	7.1%	23%
CCCCC#Cc1cncc(C(=O)N/N=C/c2cccc(OC)c2)c1	-8%	61%	-8%	1.9%	?
Cc1ccc(Cn2c(N/N=C/c3ccncc3)nc3c2c(=O)n(C)c(=O)n3C)cc1	1%	5%	-6%	6.8%	48%

A portion from further up, as a working copy:
SMILES	influenza NS1A	M. tuberculosis HTS	Salmonella PhoP GFP	VEEV TC-83 Vero	tuberculosis growth	others
O=C(COC(=O)Cc1ccc(Cl)cc1)Nc1c(F)cccc1F	-6%	57%	-11%	0.7%	?
O=C(NCc1nnc(SCC(=O)N2CCOCC2)o1)c1cccs1	3%	-2%	3%	i	1%
CCOC(=O)c1ccc(N=Nc2c(C)c(C#N)c(O)[nH]c2=O)cc1	-2%	?	-4%	0.9%	41%
COC1C(C)=C(C)C(=O)N1Cc1ccccc1 (stereo not given)	-9%	-2%	-6%	i	-6%
CN(C)CCNc1ccc2ncn3c4ccc(O)cc4c(=O)c1c23	4%	.	.	13%	.
COc1ccc(CC(=O)OCc2nnc(C3COc4ccccc4O3)o2)cc1OC (stereo not given)	3%	-4%	5%	0.8%	22%
O=C(NCc1ccncc1)C1CCCCC1	3%	-1%	-6%	0.2%	2%
Cc1ccc(S(=O)(=O)N2CCCN(c3nccc(C(F)(F)F)n3)CC2)cc1	.	6%	0%	0.9%	2%
Cc1oc(-c2ccccc2)nc1C(=O)OCC(=O)NC(C)c1ccccc1 (stereo not given)	-4%	-2%	.	0.7%	-4%
CC1=C(C(=O)OC(C)C)C(c2cccnc2)C2=C(CCCC2=O)N1 (stereo not given)	0%	9%	-17%	0.2%	11%
C/C(=N\NC(=O)c1ccc2c(c1)OCO2)c1ccco1	-6%	0%	8%	0.3%	35%
CCc1noc(C)c1C(=O)Nc1nnc(C(CC)CC)s1	5%	-5%	.	7.1%	23%
CCCCC#Cc1cncc(C(=O)N/N=C/c2cccc(OC)c2)c1	-8%	61%	-8%	1.9%	?
Cc1ccc(Cn2c(N/N=C/c3ccncc3)nc3c2c(=O)n(C)c(=O)n3C)cc1	1%	5%	-6%	6.8%	48%

Source: PubChem
